Source: PubChem (several laboratories)
A340 absorber – compound light absorbance at 340 nm, profiling panel, artefact control, biochemical, MLSMR library, data from PS, PMK, MK assays; 65,000 tested, under 10 active; fold change at 10 µM; compound absorbance at 340 nm, fold over control; AID 708, 2007;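 active = at 10 µM dose, initial 340 nm absorbance at least 2 fold that of control wells; inactive = change under 2 fold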;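 also: initial absorbance extrapolated from kinetic A340 decline of NADH oxidation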
5-HT1A blocker – human 5-HT1a receptor antagonists, primary screen, cell-based, CHO, Ga15 NFAT-bla reporter | 5-hydroxytryptamine receptor 1A (Homo sapiens), P08908 | CHO 5-HT1a Ga15 NFAT-bla reporter, antagonist mode | inhibition, % at 10 µM | 62,000 tested, 0.68% active;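 active = inhibition above the mean of all tested compounds plus 3 SD, cut at about 43% in these data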;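 also: receptor stimulated by 5-CT agonist at 100 nM near EC80; beta-lactamase reporter measured by ratiometric fluorescence of a cleavable substrate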
Target sequence (P08908 whole entry, looked up): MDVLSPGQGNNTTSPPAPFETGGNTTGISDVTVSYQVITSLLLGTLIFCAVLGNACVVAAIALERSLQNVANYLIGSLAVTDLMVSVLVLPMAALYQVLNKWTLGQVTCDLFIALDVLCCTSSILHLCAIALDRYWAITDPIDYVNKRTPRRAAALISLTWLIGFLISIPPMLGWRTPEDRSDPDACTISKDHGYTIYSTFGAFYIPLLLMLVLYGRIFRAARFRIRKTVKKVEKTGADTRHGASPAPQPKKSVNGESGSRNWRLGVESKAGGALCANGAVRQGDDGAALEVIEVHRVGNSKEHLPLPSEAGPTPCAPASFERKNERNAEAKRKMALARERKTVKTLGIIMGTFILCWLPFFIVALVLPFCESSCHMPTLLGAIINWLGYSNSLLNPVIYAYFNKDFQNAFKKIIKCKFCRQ
MMP13 inh – human MMP13 inhibitors, primary screen, biochemical, FRET peptide cleavage | MMP-13 fTHP FRET cleavage, Mca fluorescence | 65,000 tested, 0.07% active | inhibition, % at 4 µM | Collagenase 3 (Homo sapiens), P45452;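 active = inhibition above the mean of compound-free control plate wells plus 3 SD, cut at about 14% in these data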;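 also: 0% = DMSO wells and 100% = wells with reference MMP-13 inhibitor after basal subtraction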
Her2 expr inh – inhibitors of Her2 protein expression, primary screen, SKBR-3 cells, AlphaScreen, 66K library | Receptor tyrosine-protein kinase erbB-2 (Homo sapiens), P04626 | 65,000 tested, 0.69% active | HER2 level % of control, % at 10 µM | SKBR-3 HER2 protein level, 18-24 h; stronger effect = lower value;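 active = HER2 level under 5% of the carrier-only control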;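 also: 100% = DMSO carrier and 0% = 500 nM PU-H71 HSP90 inhibitor; lower value means stronger loss of Her2 protein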
HTR1E agonist – 5-HT1E receptor agonists, primary screen, cell-based, HTS; 65,000 tested, 0.69% active; 5-hydroxytryptamine receptor 1E (Homo sapiens), P28566; CHO 5-HT1E Ga15 NFAT-bla reporter, FRET; 0% DMSO wells, 100% control agonist wells; activation, % at 6 µM;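 active = activation above a set limit, the screen-wide mean activation plus 3 SD, cut at about 8.5% in these data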;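 also: 100% = positive control agonist at 1 µM giving full maximal response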
Target sequence (P28566 whole entry, looked up): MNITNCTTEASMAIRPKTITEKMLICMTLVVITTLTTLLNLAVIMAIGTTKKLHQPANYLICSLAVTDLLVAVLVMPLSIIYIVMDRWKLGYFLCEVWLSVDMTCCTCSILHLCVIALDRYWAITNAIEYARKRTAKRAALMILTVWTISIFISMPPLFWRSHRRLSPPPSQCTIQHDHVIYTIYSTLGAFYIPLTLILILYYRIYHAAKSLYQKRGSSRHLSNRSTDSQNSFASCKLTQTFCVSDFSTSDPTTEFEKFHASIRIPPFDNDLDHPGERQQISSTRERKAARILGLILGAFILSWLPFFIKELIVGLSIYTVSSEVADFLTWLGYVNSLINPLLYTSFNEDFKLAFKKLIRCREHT
Fluor 339 460 – intrinsic fluorescence of library compounds, ex339/em460 – biochemical, MLSMR library, data from DPM-DC assay, artefact control, profiling panel; compound autofluorescence, ex339/em460 nm, NADH buffer; stronger effect = higher value; 1 = no-compound wells, NADH background; fluorescence fold increase at 10 µM; 65,000 tested, 5.5% active; AID 709, 2007;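 active = at 10 µM, mean starting fluorescence two-fold or more over control wells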;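 also: signal is the first read of a kinetic run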
S1P3 ag – human S1P3 receptor agonists, primary screen, cell-based, primary and confirmation, NFAT-BLA reporter. Sphingosine 1-phosphate receptor 3 (Homo sapiens), Q99500. S1P3 NFAT-BLA reporter cells, agonism, FRET ratio; relative to 1 µM S1P, basal subtracted. activation, % at 4.5 µM. 60,000 tested, 0.1% active;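 active = activation above the screen-wide mean plus 3 SD, cut at about 4.5% in these data, passing the limit was not always enough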; also: some compounds called inactive have numbers as strong as hits
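Benchmarks: high control 1 µM S1P / System: stable CHO line with human S1P3, Gα16, NFAT-BLA reporter / Dosing: single compound concentration, 4.5 µM final / Timing: 4 h compound at 37 °C, 2 h substrate at RT / Measured by: FRET β-lactamase substrate fluorescence, excitation 405 nm, 460/535 nm emission ratio, background-subtracted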
HTR1E antagonist – 5-HT1E receptor antagonists, primary screen, cell-based, HTS. 5-hydroxytryptamine receptor 1E (Homo sapiens), P28566. CHO 5-HT1E Ga15 NFAT-bla reporter, FRET, antagonist. inhibition, % at 6 µM. 65,000 tested, 0.99% active;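 active = inhibition above a set limit, the mean inhibition across every tested compound plus 3 SD, cut at about 29% in these data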;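 also: signal is the 460 over 535 nm emission ratio of beta-lactamase substrate; 0% = agonist plus DMSO wells and 100% = wells without agonist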
S1P1 ag pot – S1P1 agonists and agonism potentiators, primary screen, cell-based, primary and confirmation screens, CRE-bla reporter. S1P1 CRE-bla cells, forskolin, beta-lactamase FRET, potentiator mode; S1P1 agonist co-added at EC20, 2 nM; 100% = saturating reference agonist, 0% = basal. activation, % at 9.5 µM. 56,000 tested, 0.57% active. AID 449, 2006;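 active = activation above a cutoff set at the mean activation of all tested compounds plus 3 SD, cut at about 54% in these data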;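 also: forskolin at 4 µM as EC80 and the EC20 agonist is SEW2871; 100% = SEW2871 at its EC100 plus forskolin at EC80; some compounds past the cut are filed as inactive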
The depositor's hits bear a star; i = inactive; · = not tested or not shown; [ ] = another dose, or the depositor's remark.

Compound,A340 absorber,5-HT1A blocker,MMP13 inh,Her2 expr inh,HTR1E agonist,Fluor 339 460,S1P3 ag,HTR1E antagonist,S1P1 ag pot
COC(=O)c1cccc(NC(=O)c2nn(C(C)C)c(=O)c3ccccc23)c1,1,23,7,171,0.4,1.1,-1.1,3,-8
CCOC(=O)N1CCN(c2c(NCc3ccccc3OC)c(=O)c2=O)CC1,1,8,5,76,-0.1,1.1,-0.5,12,-8
O=C(c1ccc(Cn2c(=O)[nH]c3ccccc3c2=O)cc1)N1CCN(c2ccc(F)cc2)CC1,1,-18,0,85,1.4,1.2,-0.2,-23,2
Cc1nc(SCC(=O)NCc2ccco2)c2c3c(sc2n1)CCCC3,1,31,-4,84,1.0,0.99,-0.4,2,-42
N#CC1=C(SCC(=O)c2ccccc2)NC2=C(C(=O)CCC2)C1c1ccco1 (configuration not stated),1,·,5,88,0.5,1.1,-2.6,29,6
O=C(CCc1nc2ccccc2c(=O)[nH]1)OCC(=O)N1CCN(S(=O)(=O)c2ccccc2)CC1,1,1,-1,87,-1.3,1.1,-1.0,-10,0
O=c1c2ccccc2nc(-c2ccco2)n1CCCn1ccnc1,1.1,1,2,99,0.2,1.1,-0.7,19,-39
CCN1CCN(Cc2c(O)c(Cl)cc3c(C)cc(=O)oc23)CC1,1.1,-4,i[fluorescence artefact?],98,2.7,2.2*,-0.3,-3,-33
CCOC(=O)c1c(NC(=O)CC)sc(C(C)=O)c1C,1.1,0,4,112,0.9,1.1,0.0,9,-25
O=C(NCCC1=CCCCC1)c1cnsn1,1,-4,2,111,-0.9,1.1,0.1,-6,-10
OC1CN=C2C=CC=CN2C1 (configuration not stated),1,1,-30,96,-0.8,2.2*,-0.3,-5,-20
CC12CCC(C(=O)N(CCC#N)CCC#N)(CC1=O)C2(C)C (configuration not stated),1,·,0,114,0.4,1.1,-3.0,-15,-1
CCOC(=O)C1CCN(Cc2c(O)ccc3ccccc23)CC1,1,29,-11,71,-0.8,1.6,-1.1,7,16
CCn1nnnc1NCc1cccn1C,0.97,-3,-4,75,-0.8,0.99,-0.7,-9,0
Cc1nc(N)sc1-c1csc(N(C)c2ccc(O)cc2)n1,1.1,3,3,180,-0.7,1.1,-0.9,11,·
Cc1ccc(S(=O)(=O)N2CCN(C(=O)CSC3CCCC3)CC2)c(C)c1,0.98,-5,-4,69,-1.2,1,0.0,-10,18
COc1ccc(N(CC(=O)Nc2cccc(C(=O)O)c2)S(=O)(=O)c2c(C)noc2C)cc1,0.98,-8,0,102,0.0,1.1,0.3,3,-10
CC(=O)c1cccc(NS(=O)(=O)c2c(C)noc2C)c1,1,5,3,86,-1.6,1.1,-1.2,6,-11
CCCCN(Cc1cc2cc(OC)ccc2[nH]c1=O)C(=O)COc1ccccc1,1,-2,-12,96,0.4,1.9,-1.1,-7,-19
CCOc1cc(C)nc(N2CCCC(C(=O)NCc3ccccc3F)C2)n1 (configuration not stated),0.98,11,-1,62,-0.2,1.1,-0.2,-2,-8
CC(=O)c1cccc(NC(=O)c2cccc(S(=O)(=O)N(C)C)c2)c1,1,-2,0,55,1.1,1.1,-0.1,4,-23
O=C1CC(c2ccco2)Cc2nc(Nc3ccc(F)cc3)ncc21 (configuration not stated),1.1,-2,1,108,0.2,1.5,-0.8,12,-16
NC(=O)C1(N2CCCCC2)CCN(Cc2nc3ccccc3c(=O)[nH]2)CC1,1.1,6,-1,83,0.1,1.3,-0.6,-4,·
COc1ccc(N(C)C(=O)CCC(=O)Nc2ccc3nc(N4CCOCC4)cc(C)c3c2)c(OC)c1,1,-5,-106[fluorescence artefact?],73,0.0,4.8*,-0.3,5,-17
N#Cc1nc(COc2ccccc2)oc1N1CCCC1,1,·,2,95,0.8,1.1,1.9,0,2
COc1ccc2ccccc2c1CN1CCN(C)CC1,1,-16,-2,111,0.4,0.94,0.6,-7,-19
CC(=O)NC1(C2CCCCC2=O)CCCCC1 (configuration not stated),1.1,-6,-7,·,0.2,1,-1.0,10,8
COc1ccc(S(=O)(=O)N2CCC(C)CC2)cc1Br,1,-4,2,80,1.6,1,-1.2,1,·
COc1ccc(-c2nnn(CC(=O)N(CC(=O)NCCC(C)C)c3ccccc3)n2)cc1OC,1,6,-4,107,0.1,1.2,-1.7,-1,-8
COc1ccc(C(c2sc3nc(C)nn3c2O)N2CCC3(CC2)OCCO3)cc1 (configuration not stated),1,-4,-1,139,-0.2,1.1,1.1,-4,4
Cc1ccc(C)c(NC2=NS(=O)(=O)c3ccccc32)c1,1,8,-1,72,0.8,1.1,-0.8,10,1
CCCCOC(=O)Cn1c(=O)oc2ccc(C)cc21,0.99,-4,-6,88,-0.1,0.99,0.1,9,-20
Cc1c(C(=O)O)sc2ncnc(N3CCCCC3C)c12 (configuration not stated),1.1,1,3,91,0.7,1,-0.4,-2,·
CC(C)(C)C(=O)Nc1c2c(nc3c1CCC3)CCCC2,1,6,6,123,0.0,1.1,-1.1,13,-4
O=C(Cc1ccccc1)Nc1ccc(-c2nnc(-c3ccco3)o2)cc1,1,-10,-105[fluorescence artefact?],100,1.7,2.6*,-1.6,8,-6
O=C1c2cccnc2C(O)N1Cc1ccc(F)cc1 (configuration not stated),0.99,-10,6,115,0.6,1,-0.2,-3,-6
COc1ccc(C(=O)Nc2ccccc2N2CCOCC2)cc1Br,1,·,-4,67,6.3,1,-3.5,13,-1
CC(C)c1ccc(C(O)c2cnc(C(C)C)n2C)cc1 (configuration not stated),0.97,6,-4,94,0.1,1,-1.6,-3,9
CC(=O)c1ncnn1CC(=O)c1ccc(Cl)cc1Cl,0.99,0,1,70,1.1,1.1,0.5,1,-5
CCOc1ccc(OCc2ccc(C(=O)OCc3ccccn3)o2)cc1,1,4,1,117,-0.1,0.89,-0.8,-5,0
CCOC(=O)/C(C(N)=NC)=C(\O)c1ccccc1,1.1,-6,6,95,-0.8,1.1,-1.4,-6,-3
CCOCCCn1c(C)nc2c(c1=O)c1nc3ccccc3nc1n2-c1ccc(C)cc1,1.1,-8,-1,96,-0.4,1.2,-0.2,-9,8
CCCCC(SCC(=O)Nc1ccccc1)C(=O)O (configuration not stated),1.1,6,9,87,-0.6,1.1,-1.4,5,15
COc1cc(C2C(C(=O)c3cccs3)=C(O)C(=O)N2c2cc(C)on2)ccc1O (configuration not stated),1.1,·,-2,81,0.5,1,-2.4,-5,1
COc1ccc(CCNC(=O)CCN2C(=O)COc3ccc(C)cc32)cc1OC,0.97,0,-6,90,0.9,1.1,0.2,-3,-25
COc1cc(-c2nnc3sc(Cc4ccccc4)nn23)cc(OC)c1OC,1,-44,-2,83,2.1,1.1,0.3,22,-25
O=C(NCc1ccccc1Cl)c1cnn2cccnc12,1.1,-8,-12,125,1.1,2.2*,-0.2,4,3
O=C(Nc1ccccc1C(=O)OCn1nnc2ccccc2c1=O)c1ccco1,1.1,-2,2,50,-2.1,1.1,·,14,·
COc1ccc(N2CCN(Cc3cc(=O)oc4c3ccc3ccccc34)CC2)cc1,1,0,-1,82,0.7,1.1,-0.1,-2,1
CCCC(=O)C1=C(O)C(C(=O)OC)C(C)(C)CC1=N (configuration not stated),1,-1,-1,67,-0.1,1.1,-0.1,2,-37
CCN(CC)CCCN1C(=O)C(O)=C(C(C)=O)C1c1cccc(OC)c1 (configuration not stated),1,5,0,105,-0.4,1.1,0.1,-13,-20
CCOCCn1c(=O)c2c(nc3n2CCN3c2ccccc2)n(C)c1=O,1,-20,1,105,0.7,1.2,-0.9,4,-12
Cc1ccc(C2C(C(=O)c3sc(-c4ccccc4)nc3C)=C(O)C(=O)N2CCN(C)C)o1 (configuration not stated),1.1,-10,5,70,-0.6,1.1,0.7,-1,·
O=C(C1CC1)N(Cc1ccco1)c1nc(-c2ccccc2)cs1,0.99,27,8,92,-0.3,1.1,-0.1,8,-12
O=C(Nc1ccc2c(c1)OCO2)N1CCOCC1,1.1,6,2,74,-0.9,1.1,-1.4,10,25
NC(=O)C1(c2ccccc2)CCOCC1,1,-9,-3,118,-0.3,1.1,0.0,0,-13
COc1ccc(OC)c2c(N3CC(C)OC(C)C3)cc(C(F)(F)F)nc12 (configuration not stated),1,8,-3,105,0.8,2.1*,-1.0,9,-18
CCOC(=O)c1ccc(NC(=O)C2CCCN(S(=O)(=O)c3cnc[nH]3)C2)cc1 (configuration not stated),0.99,-13,1,91,1.2,1.1,-0.4,-2,-8
CCCc1cc(=O)[nH]c(SCC(N)=O)n1,0.97,-8,-12,88,-0.3,1.1,-0.4,-11,-9
Cc1ccsc1C1C=C(c2cccc(Br)c2)Nc2ncnn21 (configuration not stated),1,9,-24,49,0.0,1.7,0.0,3,-2

Next compounds follow:
Compound,A340 absorber,5-HT1A blocker,MMP13 inh,Her2 expr inh,HTR1E agonist,Fluor 339 460,S1P3 ag,HTR1E antagonist,S1P1 ag pot
CC(C(=O)N1c2ccc(F)cc2CCC1C)N1C(=O)c2ccccc2C1=O (configuration not stated),0.99,22,1,83,-1.6,1,-0.3,-3,5
COc1ccc(O)c(-c2cc(-c3cccs3)[nH]n2)c1,1.1,51*,-8,40,-1.6,1.1,-1.7,8,-11
COc1cccc(/C(O)=C2/C(=O)C(=O)N(CCN(C)C)C2c2ccc(Br)cc2)c1 (configuration not stated),1.1,·,-3,60,-0.4,1,-4.6,11,4
CCCOc1ccc(-c2nnc(-c3ccncc3)o2)cc1,1,-3,-56[fluorescence artefact?],111,0.3,2.4*,-1.1,1,59
O=C(NC1CC1)C1CCC(=O)N1C1CCCC1 (configuration not stated),0.99,-3,2,97,0.0,1,-0.2,-7,-2
O=C1C2C3C=CC(C3)C2C(=O)N1c1n[nH]c(-c2cccnc2)n1 (configuration not stated),1,-4,1,·,-1.3,1.1,-1.0,-2,-21
CCOC(=O)N1CCC(NC(=O)c2cccnc2SC)CC1,0.98,-14,6,100,0.6,1.1,-0.4,1,0
CCOc1ccc(N(CC(=O)NCCCOC)S(C)(=O)=O)cc1,1.1,-3,2,99,-0.1,1.1,-0.9,0,-13
